MsrA inhibitor = bovine MsrA enzyme inhibitors, primary screen, biochemical, absorbance, HTS. Methionine sulfoxide reductase A (Bos taurus). purified bovine MsrA, absorbance read-out. inhibition, % at 15.5 µM. 360,000 tested, 0.75% active. AID 651718, 2012; in the data active means inhibition above about 4.5%;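 further: 0% = vehicle wells with enzyme and 100% = reference inhibitor wells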
MT1-MMP act inh = blockers of MT1-MMP proenzyme processing, primary screen, HT1080 RFP-PRO-GFP cells, GFP/RFP fluorescence; Matrix metalloproteinase-14 (Homo sapiens), P50281; GFP/RFP ratio fluorescence, overnight; percent of plate control window, DMSO zero; GFP/RFP ratio change, % at 20 µM; 360,000 tested, 0.061% active; AID 651647, 2012;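 active means GFP/RFP ratio change of at least 30% with cell ATP level not reduced by more than half and red fluorescence within 50% of control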; further: strong numbers were not always called active
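Assay system – RFP-PRO-GFP reporter HT1080 cells · Compound dosing – single dose of 20 µM compound, 1% DMSO final · Incubation – overnight compound exposure at 37 °C · Measure – GFP/RFP fluorescence ratio · Benchmarks – DMSO wells and RFP-L50D-GFP cells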
SKN-1 inh = suppressors of acrylamide-induced Pgst-4::GFP reporter in worms, primary screen, SKN-1 inhibitor project, whole organism, uHTS, GFP/RFP fluorescence ratio, strain VP596. C. elegans VP596 Pgst-4::GFP/RFP ratio, 24 h. inhibition, % at 21.8 µM. 360,000 tested, 0.49% active;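 active means interference check ratio from 0.5 to 1.5 plus GFP to RFP signal ratio inhibition reaching or exceeding a fixed threshold, cut at about 30% in these data, passing the limit was not always enough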; further: some compounds called inactive have numbers as strong as hits
FAS TE block = FAS thioesterase domain inhibitors, primary screen, biochemical, fluorescence intensity, uHTS; recombinant FAS-TE, OMFH fluorogenic substrate, fluorescence endpoint; AID 602261, 2012; 360,000 tested, 0.67% active; inhibition, % at 15 µM;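 active means compounds whose normalised, plate-corrected inhibition of enzyme fluorescence in the single-dose primary screen is 50% or more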;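 further: 0% = DMSO with enzyme and 100% = substrate without enzyme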
Rin1-Abl PPI inh = inhibitors of Rin1-Abl protein binding, primary screen, biochemical, TR-FRET. inhibition, % at 7.35 µM. 360,000 tested, 0.4% active. AID 588664, 2011; in the data active means inhibition above about 5%, passing the limit was not always enough
bovine MsrA act = bovine MsrA enzyme activators, primary screen, biochemical, absorbance, HTS; Methionine sulfoxide reductase A (Bos taurus); purified bovine MsrA, absorbance read-out; activation, % at 10.6 µM; 360,000 tested, 0.3% active; AID 602163, 2012; in the data active means activation above about 7.5%;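 further: 0% = vehicle and 100% = reference activator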
NRP1-CendR mod = modulators of CendR peptide binding to NRP-1, primary screen, biochemical, fluorescence polarization, uHTS; inhibition, % at 25 µM; 360,000 tested, 0.85% active; Neuropilin-1 (Homo sapiens), O14786; FAM-RPARPAR peptide binding to NRP-1;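 active means inhibition or corrected inhibition above about 18%, plus a signal ratio from 0.5 to 1.5, limit read from the data, passing the limit was not always enough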; further: strong numbers were not always called active
eLon inh = inhibitors of E. coli Lon protease, primary screen, biochemical, fluorescence polarization; purified E. coli Lon protease; P0A9M0; inhibition, % at 7.94 µM; 360,000 tested, 0.42% active; in the data active means inhibition above about 13%, passing the limit was not always enough;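 further: 0% = enzyme with probe and DMSO and 100% = no enzyme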
Neddyl block = inhibitors of cullin neddylation, primary screen, biochemical, TR-FRET, uHTS, NAE and Ubc12. NEDD8-conjugating enzyme Ubc12 (Homo sapiens) + NEDD8-activating enzyme E1 regulatory …. calls only at 25 µM. 360,000 tested, 0.58% active; in the data active means inhibition above about 36%
Target sequence (P61081 whole entry, looked up): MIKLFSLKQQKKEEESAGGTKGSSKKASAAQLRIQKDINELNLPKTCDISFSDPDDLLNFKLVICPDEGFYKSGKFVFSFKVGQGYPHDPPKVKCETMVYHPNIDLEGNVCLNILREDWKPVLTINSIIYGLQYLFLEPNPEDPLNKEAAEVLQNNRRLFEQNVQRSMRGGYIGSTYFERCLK
Target sequence (Q13564 whole entry, looked up): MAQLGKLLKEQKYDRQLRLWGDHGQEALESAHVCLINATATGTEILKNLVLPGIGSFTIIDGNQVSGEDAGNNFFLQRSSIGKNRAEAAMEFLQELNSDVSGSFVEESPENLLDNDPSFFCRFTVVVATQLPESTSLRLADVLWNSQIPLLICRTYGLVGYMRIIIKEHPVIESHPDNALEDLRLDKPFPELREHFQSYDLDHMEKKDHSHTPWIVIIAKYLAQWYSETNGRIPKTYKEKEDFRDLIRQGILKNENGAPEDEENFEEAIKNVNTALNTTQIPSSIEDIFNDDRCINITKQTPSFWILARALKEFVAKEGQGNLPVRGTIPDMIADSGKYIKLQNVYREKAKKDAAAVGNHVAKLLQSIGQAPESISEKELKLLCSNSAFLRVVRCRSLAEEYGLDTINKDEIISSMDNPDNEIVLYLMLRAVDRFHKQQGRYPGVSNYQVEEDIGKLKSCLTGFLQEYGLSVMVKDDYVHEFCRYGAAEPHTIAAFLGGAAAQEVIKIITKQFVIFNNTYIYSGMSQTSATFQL
The depositor's hits bear a star; i = inactive; nt = not tested or not shown; & = joins results of further samples.

SMILES | MsrA inhibitor | MT1-MMP act inh | SKN-1 inh | FAS TE block | Rin1-Abl PPI inh | bovine MsrA act | NRP1-CendR mod | eLon inh | Neddyl block
CC(C)CC1NC(=O)N(CC(=O)NC2CCCc3ccccc32)C1=O (configuration not stated) | -1.4 | 13 | 5 | -4 | 3 | -2 | -2 | 3 | i
S=C(NN=Cc1ccccn1)Nc1ccccn1 | 1.3 | 16 | 11 | -7 | 3 | 0 | -6 | -8 | i
COc1ccc(Cl)cc1NC(=O)C(=O)N/N=C/c1cc(C)n(-c2ccc(C)cc2)c1C | 1.7 | -6 | -2 | 23 | -4 | -1 | -5 | -1 | i
O=C(NN=Cc1ccccc1O)C(O)(c1ccccc1)c1ccccc1 | 0.2 | 4 | 26 | 6 | 4 | 0 | -5 | 3 | i
CN1CCN(c2ccc(CNC(=O)c3ccc4c(c3)OCCO4)cc2)CC1 | -0.7 | 2 | 0 | -5 | 1 | -5 | 2 | 5 | i
Cc1ccc2[nH]c(C(=O)N/N=C/c3ccccc3C(=O)O)c(-c3ccccc3)c2c1 | 4.1 | 1 | 1 | -1 | 0 | -2 | -2 | 1 | i
C=CCc1cc(C)cc(C)c1OCCn1cncn1 | 0.8 | 2 | 15 | -3 | -5 | 1 | 8 | 10 | i
COc1cc2nn(-c3ccccc3N)nc2cc1OC | 4.8* | 5 | 12 | -4 | 0 | -2 | 2 | 6 | nt
N#Cc1cc2c(nc1SCc1cccnc1)CCCCC2 | 4.2 | 0 | 2 | 4 | 4 | -10 | -5 | -4 | i
CCC/C=C/c1ccc(CN2C(C(C)C)C(=O)N(Cc3cn(CCOCOC)nn3)CCS2(=O)=O)cc1 (configuration not stated) | 1.0 | 5 | -2 | 1 | -2 | 0 | -6 | -2 | i
CC1N=C2c3ccccc3N=C(SCc3cc(=O)n4cc(Cl)ccc4n3)N2C1=O (configuration not stated) | 2.3 | -1 | 8 | 6 | 3 | -4 | -3 | 2 | i
O=C(NC1CCCCCC1)c1cccc(COCC(F)(F)F)c1 | -0.5 | 3 | 6 | 1 | 1 | -4 | -2 | -7 | i
COc1ccc(NC(=O)CSc2nc3[nH]c(=O)cc(O)c3s2)cc1OC | 0.0 | 2 | 3 | -4 | 0 | -2 | 3 | -9 | i
CCCC(=O)NCc1nc2ccccc2n1C | -0.2 | 0 | 3 | -7 | 3 | 2 | -5 | -6 | i
COC[C@@H]1NS(=O)(=O)c2ccc(Br)cc2O[C@H]1c1ccccc1 | -1.5 | 2 | 15 | 13 | 0 | -3 | 2 | 0 | i
COCCNC(=O)c1cc2cc(Br)cc(Br)c2oc1=O | 0.2 | -5 | 5 | -4 | 0 | -3 | 15 | -2 | i
CCOC(=O)C1(C)CCN1C(=O)c1cccc2ccccc12 (configuration not stated) | 0.6 | 2 | -9 | -6 | -3 | 3 | 14 | -8 | i
O=C(NC1CCCC1)C(=O)N(Cc1cccnc1)C(C(=O)NCc1ccco1)c1ccccc1F (configuration not stated) | -1.0 | -4 | 4 | 0 | 4 | -1 | -7 | 10 | i
c1cnc(-c2nnc3n2CCCCC3)cn1 | 0.7 | -4 | 7 | -6 | -1 | 0 | -3 | -5 | i
CCOC(=O)c1c(C)[nH]c(C)c1C(=O)COC(=O)/C=C/c1ccc(OC(F)F)cc1 | -1.1 | -1 | 1 | 20 | -2 | -9 | -11 | -16 | i
COc1cc(/C=N/NC(=O)c2cccc(C)c2)ccc1OCC(=O)Nc1ccccc1 | -0.4 | 3 | 7 | 11 | -3 | -1 | 3 | -7 | i
COc1ccc(/C=C/C(=O)N[C@@H](C)C(=O)O)cc1 | 1.2 | -4 | 4 | -10 | -2 | -2 | -12 | -20 | i
O=C(Cn1nc(C(F)(F)F)c2c1CCC2)Nc1ccccc1C(F)(F)F | 0.7 | 2 | 0 | -5 | 0 | -1 | 9 | -8 | i
Cc1cc(N2CCCC2)nc2c(C)cccc12 | -0.6 | nt | 7 | 2 | 2 | -12 | -4 | 1 | i
CC12CCC(C(=O)NCCc3ccccc3)(OC1=O)C2(C)C (configuration not stated) | -0.1 | 0 | -12 | -2 | -4 | 0 | -4 | -2 | i
C=CCn1c(C)csc1=Nc1ccc(C(C)=O)cc1 | 0.2 | -3 | 7 | -4 | 1 | -4 | -16 | 7 | i
CN1C(=O)/C(=C/c2ccc(OCc3ccc(F)cc3)cc2)NC1=S | 1.9 | 5 | 4 | 5 | 0 | -3 | -1 | -5 | i
Cc1nn(C)cc1C1C(C#N)=C(N)N(c2cccnc2)C2=C1C(=O)CCC2 (configuration not stated) | 1.8 | 1 | 14 | -11 | 1 | 0 | -4 | -1 | i
Clc1cccc(CSc2nnc(-c3ccccn3)n2Cc2ccco2)c1 | -0.9 | 0 | 5 | 17 | 3 | 0 | -7 | -15 | i
COc1ccc(Br)cc1[C@H]1[C@H]2C=CC[C@@H](C)[C@@H]2C(=O)N1Cc1ccccc1 | -1.1 | -5 | -8 | 24 | 1 | -4 | 3 | -7 | i

5 compounds out of the list above, sorted by the number in MsrA inhibitor, falling:
| structure | MsrA inhibitor |
| --- | --- |
| O=C(Cn1nc(C(F)(F)F)c2c1CCC2)Nc1ccccc1C(F)(F)F | 0.7 |
| CCOC(=O)C1(C)CCN1C(=O)c1cccc2ccccc12 (configuration not stated) | 0.6 |
| C=CCn1c(C)csc1=Nc1ccc(C(C)=O)cc1 | 0.2 |
| Cc1cc(N2CCCC2)nc2c(C)cccc12 | -0.6 |
| Clc1cccc(CSc2nnc(-c3ccccn3)n2Cc2ccco2)c1 | -0.9 |

The main list resumes with the two entries that preceded the break.
SMILES | MsrA inhibitor | MT1-MMP act inh | SKN-1 inh | FAS TE block | Rin1-Abl PPI inh | bovine MsrA act | NRP1-CendR mod | eLon inh | Neddyl block
Clc1cccc(CSc2nnc(-c3ccccn3)n2Cc2ccco2)c1 | -0.9 | 0 | 5 | 17 | 3 | 0 | -7 | -15 | i
COc1ccc(Br)cc1[C@H]1[C@H]2C=CC[C@@H](C)[C@@H]2C(=O)N1Cc1ccccc1 | -1.1 | -5 | -8 | 24 | 1 | -4 | 3 | -7 | i
O=C1C(=Cc2ccco2)CCC1=Cc1ccco1 | 2.3 | 1 | -9 | -3 | 12* | -12 | -76 | 8 | i
COc1ccccc1N1CCN(C(=O)c2ccccc2SCC(=O)N2CCCC2)CC1 | 0.1 | 0 | -1 | -6 | 7 | -9 | -6 | 1 | i
O=C(OCN1C(=O)c2ccccc2C1=O)c1ccco1 | -0.5 | 1 | -10 | -1 | -3 | 2 | 13 | -7 | i
CCOC(=O)c1c(S(=O)(=O)N2CCCC2)c(C)n(C)c1C | -0.5 | 3 | 6 | -1 | 0 | -13 | 16 | -2 | i
N#CCCCCN1c2cccc3cccc(c23)S1(=O)=O | 1.4 | 2 | 18 | 7 | -2 | 0 | 10 | -4 | nt
Cc1ccccc1C(=O)Nc1ccc(S(=O)(=O)N2CCN(C)CC2)cc1 | 0.1 | -2 | 2 | -6 | -2 | -1 | 0 | 7 | i
O=C(CSC1CC(=O)N(CCc2ccccc2)C1=O)Nc1cccc(Cl)c1 (configuration not stated) | -0.3 | 7 | 12 | -7 | 3 | -3 | 4 | 0 | i
COc1ccc(CN(C)C(=O)c2cc(-c3ccccc3)nc3ccc(C)cc23)c(OC)c1OC | -0.1 | 0 | 11 | 20 | 2 | 1 | 6 | 11 | i
Cc1cc(C)c(S(=O)(=O)N2CCCOC2CNC(=O)C(=O)NCc2ccccn2)c(C)c1 (configuration not stated) | 2.7 | 0 | 5 | -10 | 5 | -6 | -4 | -8 | i
O=C(O)CCS(=O)(=O)c1cc(Br)cc2c1N(C(=O)C1CC1)CC2 | -0.1 | 0 | -6 | -5 | 0 | -4 | 5 | -8 | i
Cc1nnc(SC(C)C(=O)NC2CCCc3ccccc32)n1-c1ccccc1 (configuration not stated) | 0.3 | 4 | 1 | -10 | -2 | -4 | -3 | 4 | i
Cc1nnc(SCC(=O)NC2CCCCC2)n1C1CCCCC1 | -0.9 | 0 | 5 | -14 | 3 | -2 | 9 | -8 | i
Nc1nc(-c2ccccc2)c(-c2ccccc2)s1 | -0.6 | -5 | 10 | 3 | 1 | -2 | 12 | -3 | i
CCN(CCS(=O)(=O)c1ccc(Cl)cc1)C(=O)Nc1ccccc1 | 1.4 | 3 | -7 | -6 | -1 | -2 | -1 | -7 | i
CN(C)C(=O)c1c(NC(=O)c2ccco2)sc2c1CCCCC2 | 1.5 | 2 | -1 | -4 | -2 | 2 | 4 | -14 | i
COc1ccc(-c2cc(C(=O)NCCCN3CCOCC3)on2)cc1OC | 0.3 | 3 | 16 | -7 | 3 | -8 | 2 | 8 | i
Cn1ccc2c(-c3ccc(C(N)=O)cc3)cc3c(c21)C1CCC3O1 (configuration not stated) | 2.6 | 0 | -1 | -12 | 4 | -5 | 2 | -7 | nt
O=C(COC(=O)CNC(=O)C1CCCCC1)Nc1cccc(F)c1 | 1.9 | 3 | 13 | 1 | 4 | -1 | 6 | -18 | i
O=[N+]([O-])c1cccc(C2=NCCC(c3ccccc3)O2)c1 (configuration not stated) | -1.1 | -2 | 5 | 13 | -2 | -10 | -7 | -1 | i
CC(=O)NCCC(=O)Nc1ncc(S(=O)(=O)c2ccc([N+](=O)[O-])cc2)s1 | 1.5 | 1 | -8 | 0 | -2 | -2 | 16 | 5 | i
Cn1c(SCC(=O)c2ccccc2)nnc1-c1ccc(O)cc1 | 0.2 | 5 | 7 | -7 | -2 | 2 | -4 | -15 | i
Cc1nc(C2CC(=O)OC23CCCCC3)cs1 (configuration not stated) | -0.3 | -1 | -2 | 2 | 2 | -4 | -9 | 7 | i
COc1cccc(OCC(O)CN2CCN(c3ccccc3)CC2)c1 (configuration not stated) | 0.1&1.6 | -2&3 | -1&11 | -5&-4 | 1&1 | -1&0 | 5&-2 | 4&5 | i
O=C(c1ccc2ccccc2c1)N1CCc2ccccc21 | -0.7 | 2 | 5 | 6 | 2 | -8 | -2 | 13 | i
CCCCN(Cc1cccs1)S(=O)(=O)c1ccc(-c2ccc(=O)[nH]n2)s1 | 0.4 | 3 | 16 | 27 | 1 | -2 | 12 | -10 | i
CN(CC(=O)Nc1ccccc1Cl)C(=O)COC(=O)Cc1ccc(F)cc1 | 0.4 | 3 | -11 | -4 | 0 | -1 | 0 | 8 | i
O=[N+]([O-])c1cc(Cl)cc2c1nc(NCCO)c1ccccc12 | 0.9 | -5 | 20 | 15 | -2 | 2 | 14 | 4 | i
CC(=O)c1cccc(NS(=O)(=O)c2ccc3c(c2)N(C(C)=O)CCO3)c1 | 0.5 | 1 | -6 | -1 | 1 | -5 | 5 | 8 | i
O=C(Cc1cccs1)NCCSc1c(-c2ccc(Cl)cc2)[nH]c2ccccc12 | 1.1 | -13 | 7 | 28 | -3 | -4 | 8 | -8 | nt
COc1cccc(COc2ncnc3sccc23)c1 | -0.2 | -5 | -2 | -3 | 3 | 0 | 7 | 0 | i
COc1ccccc1OCCNC(=O)C1CC(=O)N(Cc2ccc(C)cc2)C1 (configuration not stated) | -1.0 | 6 | 13 | 0 | 0 | -1 | 13 | 2 | i
COc1ccc2oc(=N)c(C(=O)Nc3ccccc3Cl)cc2c1 | -1.0 | -1 | 11 | 0 | -1 | -3 | -12 | -7 | i

Source: PubChem BioAssay (several laboratories)
